# TRb SRC2 PPI: disrupts binding of human TR beta to SRC2. P10828. actives 0.065% (n = 280,000). Potency, µM (doses to about 106 µM), inactives show top-dose activity change, negative = inhibition, most hits filed as inhibitors. AID 1469. TRbeta-SRC2 peptide binding, fluorescence polarization; receptor liganded with 1 µM T3;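 note: plate controls were bound peptide for no effect and peptide without receptor for full effect; nearly all actives have a fitted effect of over 50% in size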
# Target sequence (P10828 whole entry, looked up): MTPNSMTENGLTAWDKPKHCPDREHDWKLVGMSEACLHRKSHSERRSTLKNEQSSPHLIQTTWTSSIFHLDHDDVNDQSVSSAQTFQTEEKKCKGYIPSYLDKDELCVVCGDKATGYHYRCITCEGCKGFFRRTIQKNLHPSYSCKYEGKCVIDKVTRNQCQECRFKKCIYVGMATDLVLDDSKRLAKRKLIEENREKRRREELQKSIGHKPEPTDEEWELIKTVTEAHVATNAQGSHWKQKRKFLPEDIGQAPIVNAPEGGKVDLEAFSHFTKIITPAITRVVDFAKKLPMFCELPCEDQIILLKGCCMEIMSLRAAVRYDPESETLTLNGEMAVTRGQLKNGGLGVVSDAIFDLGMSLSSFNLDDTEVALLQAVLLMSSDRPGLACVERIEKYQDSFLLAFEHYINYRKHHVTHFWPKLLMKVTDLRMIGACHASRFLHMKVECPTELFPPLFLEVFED
#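 Decrease in fluorescence polarization of 20 nM Texas Red SRC2 coactivator peptide flagged inhibition of its binding to 0.6 uM TRb LBD; 1 uM T3 included, incubation 5 hr, ex 555/em 632 nm.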
# L3MBTL1 block: L3MBTL1 (human) inhibition; Q9Y468; AlphaScreen L3MBTL1–H3K9me1 peptide binding; Potency, µM (highest dose often 57.1 µM), for the others: top-dose activity, negative = inhibition, actives largely listed as inhibitors; actives 0.66% (n = 230,000); AID 485360; note: nearly all actives have a fitted effect of over 60% in size
#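 First, the protein-peptide complex forms for 30 min at room temperature (L3MBTL1 50 nM, biotinylated H3K9me1 peptide 75 nM). Next, compounds are pin-transferred and incubated 30 min. Finally, AlphaScreen beads are added and read after 30 min.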
# RECQ1 helicase: blocks DNA unwinding by human RECQ1; Potency, µM (highest dose often 57.3 µM), for the others: at the top dose activity, negative = inhibition, most hits filed as inhibitors; RECQ1 DNA unwinding, red fluorescence kinetic read; actives 0.54% (n = 240,000); P46063;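 note: plate controls were vehicle for no effect and no enzyme for full effect; nearly all actives have a fitted effect of over 30% in size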
#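 50 nM RECQ1T1 preincubated 15 min with compound in Tris pH 8.0 buffer with MgCl2, DTT, Tween-20 and 2.5 ug/ml poly(dI-dC); started with 200 nM TAMRA/BHQ-2 forked duplex and 2 mM ATP. Unwinding read as fluorescence (525/598 nm), two reads 2 h apart.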
# TR SRC2 fluor cs: counter-screen for TRb-SRC2 inhibitors: fluorescence interference; TRb/SRC2 Texas Red total fluorescence interference; Potency, µM (highest dose often 106 µM), without a hit: top-dose fluorescence change, negative = quenching; actives 0.29% (n = 280,000); active = well fitted curve in either direction with a large enough effect; inconclusive = small, poorly fitted or top-dose-only effect
#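 Flags fluorescent or light-absorbing compounds by total fluorescence, S + 2P, at 555 nm excitation and 632 nm emission. Mixture: 20 nM Texas Red SRC2 peptide, 0.6 uM human TRb LBD, 1 uM T3, 5% DMSO; compound exposure 5 h at ambient temperature.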
# GAA glycogen mod: inhibitors or activators of human alpha-glucosidase glycogen cleavage. recombinant GAA, glycogen substrate, Amplex Red glucose oxidase fluorescence. Potency, µM (series often up to 76.4 µM), for the others: at the top dose activity change, negative = inhibition, usual class: inhibitors. actives 0.38% (n = 300,000). AID 2100;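 note: 0% = full enzyme reaction and -100% = no-enzyme basal signal; the screen sought inhibitors and activators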
#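 Natural-substrate format: glycogen cleavage by 4 nM human enzyme, glucose read by Amplex Red coupling (Ex 573, Em 610 nm). Normalized to enzyme and no-enzyme controls.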
# GAA inh: blocks human lysosomal alpha-glucosidase | actives 0.005% (n = 200,000) | purified human GAA, 4-MU-alpha-glucoside fluorescence | P10253 | AID 1466 | Potency, µM (doses to about 76.9 µM), for the others: at the top dose activity change, negative = inhibition, most hits filed as inhibitors;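 note: plate controls were uninhibited enzyme wells for no effect and no-enzyme background for full effect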
#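 qHTS format, compound range up to 77 uM. Human lysosomal enzyme at 4 nM, 400 uM 4-MU glucoside substrate, pH 5.0, 20 min room temperature; fluorescence after alkaline stop gives activity normalized to controls.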
# RGS12 GoLoco inh: blocks human Gai1 binding to RGS12 GoLoco peptide, red readout | P63096 | Gai1:RGS12 GoLoco peptide FP, rhodamine, 10 min | Potency, µM (titrated, usually from 61.6 µM), inactives show top-dose activity, negative = inhibition, most hits filed as inhibitors | actives 0.44% (n = 230,000) | AID 880; active = well fitted inhibition curve with a large enough effect, not every such curve was filed as active; inactive = no such curve, though single readings can be large or run the other way; note: nearly all actives have a fitted effect of over 30% in size; many of its hits are not listed in these tables
# Target sequence (P63096 whole entry, looked up): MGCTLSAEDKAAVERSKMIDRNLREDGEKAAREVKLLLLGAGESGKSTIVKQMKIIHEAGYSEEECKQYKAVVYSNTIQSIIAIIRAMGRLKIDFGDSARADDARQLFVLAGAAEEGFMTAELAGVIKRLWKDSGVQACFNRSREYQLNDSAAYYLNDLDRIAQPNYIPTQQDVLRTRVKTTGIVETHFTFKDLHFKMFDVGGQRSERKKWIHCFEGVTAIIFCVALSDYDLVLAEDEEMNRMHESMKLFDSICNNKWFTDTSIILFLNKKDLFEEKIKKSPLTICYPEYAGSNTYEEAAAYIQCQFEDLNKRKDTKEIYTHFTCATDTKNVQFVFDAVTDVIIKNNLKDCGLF
# aGlu spleen mod: inhibits or activates alpha-glucosidase in human spleen homogenate. actives 0.006% (n = 240,000). human spleen homogenate, 4-MU-alpha-glucoside fluorescence. Potency, µM (titrated, usually from 79.9 µM), for inactives: at the highest dose activity change, negative = inhibition, actives largely listed as inhibitors. AID 2112;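 note: 0% = enzyme with vehicle and -100% = no enzyme basal signal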
#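 Compounds were titrated against alpha-glucosidase in spleen homogenate at pH 5.0, with 1 mM 4-methylumbelliferyl substrate for 40 min at 37 C. Reactions were quenched with pH 10 NaOH/glycine and fluorescence measured.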
# An asterisk follows results filed as active; i = inactive; u = inconclusive; x = no result given; & = joins results of further samples; [ ] = dose if it differs, or a comment. Unless noted, calls come from the whole dose curve; as a rule, active = well fitted curve in the direction sought with a large enough effect; inconclusive = small, poorly fitted or top-dose-only effect, or another doubt; inactive = no such curve, though single readings can be large; an effect the other way counts as inactive or inconclusive. Unless noted, % is set by controls: 0 for no effect and ±100 for the full control effect; potency is the fitted concentration of half-maximal effect. This is a subset; count on the stated rates, not on these rows.
Molecule	TRb SRC2 PPI	L3MBTL1 block	RECQ1 helicase	TR SRC2 fluor cs	GAA glycogen mod	GAA inh	RGS12 GoLoco inh	aGlu spleen mod
Nc1ncc(CCN2CCOCC2)c(-c2ccc(F)cc2)n1	1%	8%	i	1%	-13%	0%	9%	-3%
CC1CCCCN1c1ccc(N)cc1C(N)=O (centres undefined)	-4%	-2%	-14%	1%	5%	-8%	16%	-1%
COc1ccc(NC(=O)CN2c3cccc4cccc(c34)S2(=O)=O)c(OC)c1	-4%	x	6%	-1%	-8%	u	118%[activator]	-6%
Cc1ccc(/C=C(/C#N)C(=O)NC(=O)Oc2ccccc2)cc1	1%	x	-18%	-6%	7%	-1%	5%	-2%
O=C(CSc1nc2ccccc2s1)NNC(=S)Nc1ccccc1	4%	-14%	4%	-6%	-4%	4%	25%	9%
CC1CC(C)CN(c2ccc(C(=O)NCc3ccc4c(c3)OCO4)cc2[N+](=O)[O-])C1 (centres undefined)	-11%	-24%	3%	-2%	-12%	-13%	3%	-1%
COc1cc(OC)c(N2CC34C=CC(O3)C(C(=O)O)C4C2=O)cc1Cl (centres undefined)	5%	x	i	-6%	3%	-2%	9%	-2%
Cc1ccc(-c2nn3c(C)nnc3c3ccccc23)cc1S(=O)(=O)NCc1ccccc1	-14%	-3%	-3%	-2%	7%	3%	5%	-6%
CS(=O)(=O)N1CCC(C(=O)NCc2ccncc2)CC1	0%	-1%	-6%	-1%	1%	-20%	-2%	5%
CC(C)Nc1c(N)c(=O)oc2ccccc12	2%	0%	-7%	1%	u	5%	4%	-6%
C=C1C(=O)C=C2CN(C(=O)c3ccccc3)[C@@](Cc3ccc(F)cc3)(C(=O)OC)[C@@H]12	-8%&-11%	-5%	-14%&-17%	1%&0%	1%	2%	-7%&1%	-1%&0%
CC1CCN(CCCNC(=O)C2CC(=O)N(C3CCCCCC3)C2)CC1 (centres undefined)	-15%	-4%	-8%	-5%	7%	8%	21%	-4%
COc1ccc(CC2S/C(=N/N=C/c3ccccc3O)NC2=O)cc1 (centres undefined)	1%	x	22%	0%	-1%	x	-1%	5%
CCCCc1c(C)c(C#N)c2nc3ccccc3n2c1Nc1c(C)n(C)n(-c2ccccc2)c1=O	2%	10%	-1%	-4%	u	5%	11%	-3%
COC(=O)N[C@@H](c1cccc(C)c1)[C@@H](C)[N+](=O)[O-]	6%	x	-2%	-4%	x	x	-5%	10%
COc1ccccc1/C=C/C=N/NC(=O)CN1CCN(S(=O)(=O)c2ccc(C)cc2)CC1	-3%	-10%	i	1%	u	u	-3%	-10%
Cc1ccn2c(NC3CCCC3)c(-c3ccccn3)nc2c1	-6%	x	4%	-4%	u	-2%	-9%	5%
COc1ccc(OC)c(C2SCCN2S(C)(=O)=O)c1 (centres undefined)	-3%	x	5%	-1%	2%	-4%	8%	-11%
CCCOc1cccc(C(=O)Nc2nnn(CCC)n2)c1	0%	10%	-6%	3%	-4%	-4%[15.4 µM]	3%	1%
CCn1c(SCC(=O)N2CCCCC2C)nnc1-c1ccc(S(=O)(=O)N2CCN(C)CC2)cc1 (centres undefined)	1%	x	i	1%	-7%	4%	2%	9%
COc1cccc(NC(=O)Nc2ccc(Br)cn2)c1	0%	12%	0%	-1%	0%	x	-8%	7%
Cc1nc(NC(=O)/C=C/c2ccccc2)sc1C(=O)NCCO	4%	3%	i	3%	9%	-28%	119%[activator]	-13%
COc1cc(C2=Nc3c(c(C)nn3-c3ccccc3)P(=O)(N3CCOCC3)O2)cc(OC)c1OC (centres undefined)	8%	3%	-8%	3%	4%	u	4%	-3%
CCNc1ccc(C(=O)OC(C(=O)NC(N)=O)C(C)C)cc1[N+](=O)[O-] (centres undefined)	9%	-2%	-16%	0%	2%	-4%	-1%	-6%
CC(=O)NC(CCS(C)(=O)=O)C(=O)Nc1cccc(C)c1 (centres undefined)	-7%	3%	-13%	-1%	-2%	0%	0%	-21%
c1coc(C2=Nc3cccc4cccc(c34)N2)c1	10%	-12%	12%	-1%	-24%	u	-17%	-5%
Cc1cccc(OCC(=O)N/N=C/c2cn[nH]c2-c2ccc(Cl)c(Cl)c2)c1	0%	3%	i	2%	0%	-2%	11%	-3%
c1ccc(CSc2nnc3c4ccccc4c4ccccc4c3n2)cc1	3%	x	2%	-1%	2%	x	3%[14.2 µM]	5%
COc1nc(N(C)C)nc(N(C#N)CCOC(C)=O)n1	-5%	11%	i	0%	3%	7%	-4%	4%
O=C(NNC(=O)NC1CCCCC1)NC1CCCCC1	-2%	-7%	i	-1%	14%	11%	-22%	3%
Cc1ccc(N(CC(N)=O)C2SC(=O)NC2=O)cc1 (centres undefined)	-4%	1%	-2%	-5%	6%	-1%	-5%	3%
CN1CCN(CCc2cn3ncc(C#N)c3nc2-c2ccc(F)cc2)CC1	-8%	-15%	1%	1%	-1%	8%	7%	2%
COCCOC(=O)c1c(NC(=O)CN2CCc3ccccc32)sc(C(N)=O)c1C	4%	-8%	20µM*	0%	-10%	6%[15.4 µM]	22%	-6%
CCOc1c2ccc(C(=O)NCCCCc3ccccc3)cc2nn1CC	-18%	-16%	5%	1%	-9%	1%	0%	4%
COc1ccc(-c2ccc(=O)n(Cc3ccc([N+](=O)[O-])cc3)n2)cc1	-1%	x	-14%	-1%	0%	1%	7%	-7%
CCOc1ccccc1N(CC(=O)N/N=C/c1cc(Br)ccc1OC)S(C)(=O)=O	4%	-12%	-10%	-3%	5%	-1%	5%	-1%
O=C(Cn1nnc(-c2ccc(Cl)cc2)n1)NCC1CCCCC1	-15%	10%	i	0%	5%	1%	-19%	-2%
COc1ccc(NC(=O)N[C@@H](Cc2ccccc2)C(=O)NN)cc1	-4%	x	-3%	-6%	3%	x	3%	1%
CCOC(=O)C(CC)n1nc(C)n2c(cc3sccc32)c1=O (centres undefined)	-4%	1%	i	-3%	-1%	-4%	13%	-5%
CCOC(=O)C1CCCN(Cc2c(F)cccc2Cl)C1 (centres undefined)	9%	32%[activator][11.4 µM]	-1%	1%	2%	-7%	2%	-3%
CC(=O)c1ccc(OCc2ccc(C(=O)c3ccccc3)cc2)cc1	4%	31%[activator]	i	-1%	5%	-5%	-7%	-2%
COC1CCN(C(=O)c2ccc(OC3CCN(CCc4ccccc4)CC3)cc2)CC1	-6%	5%	i	-2%	-5%	6%	8%	-16%
Cc1ccc(-c2nnc(-c3ccccc3)c(N3CCOCC3)n2)cc1	1%	-8%	-6%	-1%	-3%	-4%	6%	-11%
CC(C)CCN(C(=S)Nc1cccc(F)c1)C(C)c1cccs1 (centres undefined)	-1%	x	-1%	-2%	-12%	-15%	3%	0%
COc1ccc(CO/N=C/c2c(C)[nH]c(=O)[nH]c2=O)cc1	-2%	4%	6%	1%	-2%	4%	6%	2%
O=c1c2ccccc2nc2n1C(CSCc1cccc(C(F)(F)F)c1)CS2 (centres undefined)	-7%	-1%	5%	0%	-2%	0%	-2%	-6%
COc1cccc(CN(Cc2ccco2)C(c2ccc(F)cc2)c2nnnn2C(C)(C)C)c1 (centres undefined)	-19%	8%	-17%	5%	-6%	-16%	2%	-1%
CCOC(=O)C(NCCCO)c1ccccc1 (centres undefined)	5%	2%	-4%	1%	-4%	-4%	-9%	0%
COc1ccc(-n2c(CN3CCC(C)CC3)nc3ccc([N+](=O)[O-])cc3c2=O)c(OC)c1	-9%	x	-3%	-1%	8%	-12%	3%	-20%
CC(C)c1cccc2nc3c(c([Si](C)(C)C(C)(C)C)c12)Cn1c-3cccc1=O	-10%	x	-3%	-21%	x	x	11%	11%

# Further records follow.
Molecule	TRb SRC2 PPI	L3MBTL1 block	RECQ1 helicase	TR SRC2 fluor cs	GAA glycogen mod	GAA inh	RGS12 GoLoco inh	aGlu spleen mod
CCOC(=O)C1=NNC2(c3ccc(C)cc3)C(=O)N(c3ccccc3)C(=O)C12 (centres undefined)	0%	1%	-4%	-1%	-3%	u	-2%	-1%
CC12CN3CC(C)(CN(C1)C3c1ccc(F)cc1)C2 (centres undefined)	2%	-3%	u	0%	-2%	7%	4%	-1%
COc1ccc(-c2nc(N)n(C(C)=O)n2)cc1	-3%	0%	-1%	-4%	6%	0%	1%	1%
Cc1ccc(N2C(=O)[C@@H]3Cc4ccccc4CN3C2=O)cc1	-5%	x	-3%	-5%	0%	-3%	-2%	2%
O=[N+]([O-])c1ccccc1/C=N/N1CCN(c2ccncc2S(=O)(=O)N2CCCCC2)CC1	-1%	-29%	2%	-1%	-4%	-6%	0%	5%
CC(=O)NCc1ccc(C(=O)CSc2nnc(-c3ccncc3)n2Cc2ccccc2)o1	-6%	u	u	-8%	-3%	3%	9%	-5%

# Reprinted from the listing (4 entries):
Molecule	TRb SRC2 PPI	L3MBTL1 block	RECQ1 helicase	TR SRC2 fluor cs	GAA glycogen mod	GAA inh	RGS12 GoLoco inh	aGlu spleen mod
CCOC(=O)C1=NNC2(c3ccc(C)cc3)C(=O)N(c3ccccc3)C(=O)C12 (centres undefined)	0%	1%	-4%	-1%	-3%	u	-2%	-1%
CC12CN3CC(C)(CN(C1)C3c1ccc(F)cc1)C2 (centres undefined)	2%	-3%	u	0%	-2%	7%	4%	-1%
COc1ccc(-c2nc(N)n(C(C)=O)n2)cc1	-3%	0%	-1%	-4%	6%	0%	1%	1%
Cc1ccc(N2C(=O)[C@@H]3Cc4ccccc4CN3C2=O)cc1	-5%	x	-3%	-5%	0%	-3%	-2%	2%

# Screening results from PubChem BioAssay.
